PGC1a acetyl inh = lowers PGC1a acetylation signal in U2OS cells | AlphaScreen anti-acetyl-lysine; with virally co-expressed GCN5 acetyltransferase | inhibition, % at 15.6 µM | actives 0.17% (n = 350,000);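 active = every replicate shows inhibition of at least 40%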;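 note: 0% = neutral control wells and 100% = positive control wells; some results beyond the cut were filed as inactive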
SIRT5 block = inhibitors of human sirtuin-5 desuccinylase; AID 652115; inhibition, % at 15 µM; actives 1.1% (n = 330,000); Purified SirT5, succinyl-peptide AMC, trypsin-coupled fluorescence; in the data active = inhibition above about 15%
Target sequence (Q9NXA8 whole entry, looked up): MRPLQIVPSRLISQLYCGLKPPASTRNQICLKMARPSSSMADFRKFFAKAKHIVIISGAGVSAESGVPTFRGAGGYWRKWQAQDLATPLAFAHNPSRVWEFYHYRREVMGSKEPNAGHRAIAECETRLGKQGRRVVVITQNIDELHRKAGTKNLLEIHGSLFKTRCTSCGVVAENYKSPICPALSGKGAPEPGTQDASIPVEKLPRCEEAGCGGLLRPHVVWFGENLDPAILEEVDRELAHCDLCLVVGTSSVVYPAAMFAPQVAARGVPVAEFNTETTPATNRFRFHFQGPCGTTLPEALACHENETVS
XiGFP reactiv = activators of X-chromosome reactivation in mouse fibroblasts; XiGFP mouse fibroblasts, % GFP-positive cells imaging, 3 d; cells co-treated with 5-aza-dC sensitizer; scaled so ellipticine positive control = 100%; activation, % at 7.58 µM; actives 0.055% (n = 360,000); AID 743238;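 active = mean normalized replicate activation at least 10% and every replicate at or above 10%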;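 note: 0% = median of on-plate neutral control wells and 100% = ellipticine 6 µM median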
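System: 68-5-11 XiGFP fibroblast line; Timing: 3 days compound exposure; Compound dosing: one concentration, pinned; Benchmarks: positive control ellipticine, 6 µM final; Buffer or medium: DMEM containing 5-aza-dC.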
S100A4 inh HTS = blocks human S100A4 binding to myosin IIA peptide. P26447. S100A4/TAMRA-MyoIIA peptide fluorescence polarization. inhibition, % at 10.7 µM. actives 0.14% (n = 360,000);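 active = mean inhibition of at least 70% across replicates, with every replicate also reaching that level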
Target sequence (P26447 whole entry, looked up): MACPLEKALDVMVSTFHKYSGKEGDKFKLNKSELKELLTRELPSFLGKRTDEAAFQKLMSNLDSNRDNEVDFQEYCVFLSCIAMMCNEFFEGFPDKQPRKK
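Material: S100A4 monomer (human). Medium: Calcium-containing HEPES buffer, pH 7.2. Probe or stimulus: labelled myosin peptide probe, 5 nM. Compound dosing: one concentration per compound. Timing: polarization read 5 min after assay mix addition, stable 5–60 min. Benchmarks: DMSO as neutral control, TFP as positive control.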
Cneo AK release = Cryptococcus neoformans lysis via adenylate kinase release | lysis activity, % at 15 µM | C. neoformans lysis, adenylate kinase release luminescence, 4 h; normalised: neutral wells 0, clomiphene wells 100 | actives 0.2% (n = 360,000);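 active = mean lysis activity across replicates of at least 80%, whatever share of replicates individually reach that level; inactive = mean lysis activity below 80%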
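Signal: Adenylate kinase release luminescence | Assay system: Log-phase Cryptococcus neoformans yeast cells | Input: Cells at 5 × 10^6 per mL | Buffer or medium: Fresh YPD growth medium | Compound: Single dose | Schedule: Static 4 h at 37 °C with compound, 1 h detection | Controls: Clomiphene | Read-out: Luminescence rise reflecting yeast cell lysis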
Statin myotox sup = suppression of simvastatin myotoxicity; C2C12 myotubes + simvastatin, ATP luminescence, 48 h; scaled: DMSO 0, geranylgeraniol control 100; rescue of ATP level, % at 7.49 µM; actives 0.78% (n = 330,000);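 active = mean ATP rescue above about 67%, or every replicate alone reaching that limit, limit read from the data, passing the limit was not always enough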;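 note: myotubes were challenged with 10 µM simvastatin during compound exposure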
ERAP1 inh = blocks human ERAP1 aminopeptidase activity; AID 652197; actives 0.15% (n = 340,000); recombinant ERAP1, Leu-AMC fluorescence, 60 min; inhibition, % at 10.7 µM; Q9NZ08;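 active = mean replicate inhibition of at least 30%, or all replicates individually reaching that 30% level; inactive = mean below 30% and not every replicate reaching it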;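 note: 0% = neutral control wells and 100% = L-leucinethiol positive control wells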
LGR2 antag = inhibitors of bursicon-induced Drosophila LGR2 receptor cAMP signaling; HEK293 LGR2, CRE-luciferase, bursicon-stimulated, 4 h; inhibition, % at 9.99 µM; actives 0.35% (n = 380,000);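 active = drop in luminescence signal, shown as inhibition above about 50% in the replicate tests, limit read from the data, passing the limit was not always enough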;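 note: agonist challenge used bursicon conditioned medium at about half maximal strength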
Active calls of the source: *.

Results for CC(=O)Nc1ccc(NC(=O)CSc2nc(C)nc3sc(C)c(C)c23)cc1 ?
PGC1a acetyl inh: 11; SIRT5 block: -3; XiGFP reactiv: 0.0; S100A4 inh HTS: 0; ERAP1 inh: -3

Results for Cc1nc(N2CCC(C)CC2)c2c(C)c(C(=O)Nc3ccc(C)c(F)c3)sc2n1 ?
SIRT5 block: -10; XiGFP reactiv: 0.1; S100A4 inh HTS: -12; ERAP1 inh: 0; LGR2 antag: -10

Results for CCCc1nc2ccccc2c(=O)n1CC(=O)c1ccccc1 ?
SIRT5 block: -2; XiGFP reactiv: -0.1; S100A4 inh HTS: -17; ERAP1 inh: 1; LGR2 antag: 7

How did C[C@@H]1CN([C@@H](C)CO)C(=O)c2cccc(NS(C)(=O)=O)c2O[C@@H]1CN(C)Cc1ccncc1 do in these assays?
PGC1a acetyl inh: 6; SIRT5 block: -4; XiGFP reactiv: 0.4; S100A4 inh HTS: 10; Cneo AK release: 8; Statin myotox sup: -37; ERAP1 inh: 0; LGR2 antag: 4

How did CCCCN(CC)C(=O)Cc1ccc(Br)cc1 do in these assays?
SIRT5 block: 4; XiGFP reactiv: -0.1; S100A4 inh HTS: -4; ERAP1 inh: 1; LGR2 antag: 2

What do the screens show for `COc1cccc(NC(=O)CSc2ccc(-c3sc(C)nc3C)nn2)c1`?
SIRT5 block: -1; XiGFP reactiv: -0.1; S100A4 inh HTS: -4; Cneo AK release: 0; Statin myotox sup: 1; ERAP1 inh: -5; LGR2 antag: -13

What do the screens show for `CC1(C(=O)NS(=O)(=O)C2CC2)CCCN(C(=O)Cc2ccc(F)cc2)C1` (centres undefined)?
PGC1a acetyl inh: 7; SIRT5 block: 3; XiGFP reactiv: 0.2; S100A4 inh HTS: -4; Cneo AK release: 1; Statin myotox sup: -4; ERAP1 inh: 9; LGR2 antag: 12

How did Cc1ccc(S(=O)(=O)N2CCCCC2)cc1C(=O)c1nccn1C do in these assays?
PGC1a acetyl inh: 9; Cneo AK release: -1; Statin myotox sup: 23; LGR2 antag: -3

How did C=CCN1C(=O)NC(c2ccccc2)(C(F)(F)F)S/C1=C(\C#N)c1nnc(N2CCOCC2)n1-c1ccccc1 (centres undefined) do in these assays?
SIRT5 block: 2; XiGFP reactiv: 0.5; S100A4 inh HTS: -2; ERAP1 inh: 3; LGR2 antag: 15

Results for O=C(CCn1cnnn1)Nc1ccc(Cl)c(Cl)c1 ?
PGC1a acetyl inh: -8; SIRT5 block: -1; XiGFP reactiv: 0.3; S100A4 inh HTS: -2; Cneo AK release: 0; ERAP1 inh: -1; LGR2 antag: 15

Results for CS(=O)(=O)Oc1ccc2c(c1)O/C(=C\c1cccc([N+](=O)[O-])c1)C2=O ?
PGC1a acetyl inh: 1; SIRT5 block: 0; XiGFP reactiv: 0.1; S100A4 inh HTS: -1; Cneo AK release: 1; Statin myotox sup: -2; ERAP1 inh: -2; LGR2 antag: -6

What do the screens show for `Nc1nonc1-n1nnc(C(=O)N/N=C/c2cccnc2)c1-c1ccccc1`?
SIRT5 block: 0; XiGFP reactiv: 0.0; S100A4 inh HTS: 1; Cneo AK release: -2; Statin myotox sup: 2; ERAP1 inh: 2; LGR2 antag: -2

How did O=C1CN(Cc2ccc(F)cc2)C[C@@H]2[C@H](c3ccc(Br)cc3)[C@H](CO)N12 do in these assays?
PGC1a acetyl inh: -1; SIRT5 block: 5; XiGFP reactiv: 0.2; S100A4 inh HTS: 51; ERAP1 inh: 0; LGR2 antag: -1

What do the screens show for `CO[C@@H]1CN(C)C(=O)c2cc(NC(=O)C3CCCCC3)ccc2OC[C@H](C)N(C(=O)c2ccccc2)C[C@H]1C`?
PGC1a acetyl inh: -11; SIRT5 block: -2; XiGFP reactiv: 0.1; S100A4 inh HTS: -8; Cneo AK release: -17; Statin myotox sup: -4; LGR2 antag: -14

Results for C[C@@H]1CN([C@H](C)CO)C(=O)c2cc(-c3ccc(C(=O)N(C)C)cc3)cnc2O[C@@H]1CN(C)C(=O)C1CC1 ?
PGC1a acetyl inh: -16; SIRT5 block: -3; XiGFP reactiv: -0.2; S100A4 inh HTS: -7; Cneo AK release: 1; Statin myotox sup: 2; ERAP1 inh: -1; LGR2 antag: -43

What do the screens show for `COc1cccc2cc(C(=O)Nc3ccccc3C(=O)N3CCOCC3)oc12`?
SIRT5 block: -5; XiGFP reactiv: 0.2; S100A4 inh HTS: -7; Cneo AK release: -1; Statin myotox sup: -10; ERAP1 inh: -3; LGR2 antag: -9

How did CCOC(=O)N1CCN(C(=O)CSc2ccc(-c3ccc(OC)c(OC)c3)nn2)CC1 do in these assays?
PGC1a acetyl inh: 0; SIRT5 block: -7; XiGFP reactiv: -0.1; S100A4 inh HTS: 10; Cneo AK release: -1; Statin myotox sup: 1; ERAP1 inh: -2; LGR2 antag: -18

What do the screens show for `CCOc1ccccc1NC(=O)NC(C)c1ccncc1` (centres undefined)?
PGC1a acetyl inh: -11; SIRT5 block: 1; XiGFP reactiv: 0.1; S100A4 inh HTS: -2; Statin myotox sup: 1; ERAP1 inh: 2; LGR2 antag: 3

How did Cc1ccc(S[C@@H](CCN2CC[C@H](O)CCC2=O)c2ccccc2)cc1 do in these assays?
PGC1a acetyl inh: -13; XiGFP reactiv: 0.0; S100A4 inh HTS: -1; Cneo AK release: -2; Statin myotox sup: 19; ERAP1 inh: 7; LGR2 antag: 12

How did COc1ccc(OC(C)C(=O)Nc2cccc(F)c2)cc1 (centres undefined) do in these assays?
PGC1a acetyl inh: 29; SIRT5 block: 1; XiGFP reactiv: 0.0; S100A4 inh HTS: -4; ERAP1 inh: -1; LGR2 antag: 5

The closing 2 compounds of the part above open the next one.
How did Cc1ccc(S[C@@H](CCN2CC[C@H](O)CCC2=O)c2ccccc2)cc1 do in these assays?
PGC1a acetyl inh: -13; XiGFP reactiv: 0.0; S100A4 inh HTS: -1; Cneo AK release: -2; Statin myotox sup: 19; ERAP1 inh: 7; LGR2 antag: 12

How did COc1ccc(OC(C)C(=O)Nc2cccc(F)c2)cc1 (centres undefined) do in these assays?
PGC1a acetyl inh: 29; SIRT5 block: 1; XiGFP reactiv: 0.0; S100A4 inh HTS: -4; ERAP1 inh: -1; LGR2 antag: 5

Results for COCCCNC(=O)/C(C#N)=C/c1c(N2CCCCCC2)nc2ccccn2c1=O ?
PGC1a acetyl inh: 3; SIRT5 block: 0; XiGFP reactiv: 0.1; S100A4 inh HTS: -18; Cneo AK release: -5; Statin myotox sup: 8; ERAP1 inh: 4; LGR2 antag: 8

How did O=C(COC(=O)c1ccccc1F)NCc1ccc2c(c1)OCO2 do in these assays?
PGC1a acetyl inh: 3; SIRT5 block: -12; XiGFP reactiv: -0.1; S100A4 inh HTS: -1; Cneo AK release: -1; Statin myotox sup: 11; ERAP1 inh: -1; LGR2 antag: -16

How did C[C@@H]1Cn2cnc(C(=O)N[C@@H](Cc3c[nH]c4ccccc34)C(=O)OC(C)(C)C)c2C(=O)N1 do in these assays?
XiGFP reactiv: -0.1; S100A4 inh HTS: -1; Cneo AK release: -2; Statin myotox sup: -4; ERAP1 inh: 1; LGR2 antag: 0

Results for Cc1cc(C(F)(F)F)c2sc(N)nc2n1 ?
PGC1a acetyl inh: 10; Cneo AK release: -2; Statin myotox sup: 85*; LGR2 antag: -2

Results for O=C(Cc1ccc([N+](=O)[O-])cc1)N/N=C/c1ccc([N+](=O)[O-])o1 ?
PGC1a acetyl inh: -302; SIRT5 block: -2; XiGFP reactiv: 0.0; S100A4 inh HTS: -4; ERAP1 inh: 18; LGR2 antag: 30

Results for O=C(N[C@@H]1CC[C@H](CCNC(=O)c2cnccn2)O[C@H]1CO)c1ccc2c(c1)OCO2 ?
PGC1a acetyl inh: -3; SIRT5 block: 0; XiGFP reactiv: -0.7; S100A4 inh HTS: 11; Cneo AK release: 3; Statin myotox sup: 11; ERAP1 inh: 0; LGR2 antag: -4

Results for COCC(=O)Nc1ccc2c(c1)[C@H]1C[C@@H](CC(=O)O)O[C@H](CO)[C@H]1O2 ?
PGC1a acetyl inh: -14; SIRT5 block: 5; XiGFP reactiv: -0.1; S100A4 inh HTS: 8; ERAP1 inh: 0; LGR2 antag: -16

Results for NCCCCCCNS(=O)(=O)c1cccc2c(Cl)cccc12 ?
SIRT5 block: 10; XiGFP reactiv: 0.0; S100A4 inh HTS: -5; Cneo AK release: 0; Statin myotox sup: -8; ERAP1 inh: 4; LGR2 antag: -8

How did O=[N+]([O-])c1ccccc1Nc1cccc(F)c1 do in these assays?
PGC1a acetyl inh: 11; XiGFP reactiv: 0.0; S100A4 inh HTS: -1; Cneo AK release: -2; Statin myotox sup: 0; ERAP1 inh: 0; LGR2 antag: -21

Results for O=C(C[C@H]1C=C[C@H](NC(=O)C2CCOCC2)[C@@H](CO)O1)NCc1ccncc1 ?
PGC1a acetyl inh: -1; SIRT5 block: -2; XiGFP reactiv: -0.2; S100A4 inh HTS: 4; Cneo AK release: -2; Statin myotox sup: 4; ERAP1 inh: -2; LGR2 antag: 18

What do the screens show for `COc1ccc(CNC(=O)CN(c2ccc(C(C)C)cc2)S(=O)(=O)c2c(C)noc2C)cc1`?
SIRT5 block: -1; XiGFP reactiv: 0.0; S100A4 inh HTS: 0; Cneo AK release: -1; Statin myotox sup: -18; ERAP1 inh: 1; LGR2 antag: 2

How did C[C@@H]1CN([C@@H](C)CO)C(=O)c2cc(C#CCc3ccccc3)cnc2O[C@@H]1CN(C)Cc1ccccn1 do in these assays?
PGC1a acetyl inh: 6; SIRT5 block: -1; XiGFP reactiv: 0.3; S100A4 inh HTS: 22; Cneo AK release: -3; ERAP1 inh: 0; LGR2 antag: -2

What do the screens show for `CC(C)NC(=O)N1[C@H](CO)[C@@H]2c3ccccc3N(C(=O)c3ccccc3F)C[C@@H]21`?
PGC1a acetyl inh: -8; SIRT5 block: 3; XiGFP reactiv: 0.2; S100A4 inh HTS: 2; Cneo AK release: 0; Statin myotox sup: 6; ERAP1 inh: -1; LGR2 antag: 16

How did O=C(NCc1ccc(F)cc1)c1ccc(CS(=O)Cc2ccccc2Cl)o1 (centres undefined) do in these assays?
SIRT5 block: -3; XiGFP reactiv: 0.1; S100A4 inh HTS: -5; ERAP1 inh: 2; LGR2 antag: -2

How did C[C@@H]1CN([C@@H](C)CO)C(=O)c2cccc(NC(=O)C3CCCCC3)c2O[C@H]1CN(C)C(=O)Nc1ccc2c(c1)OCO2 do in these assays?
PGC1a acetyl inh: 3; SIRT5 block: -1; XiGFP reactiv: 0.1; S100A4 inh HTS: -8; Cneo AK release: -3; Statin myotox sup: -9; ERAP1 inh: 1; LGR2 antag: -1

How did CCOC(=O)c1ccc2c(c1)n(CCCS(=O)(=O)[O-])c(/C=C/c1ccc(Cl)cc1)[n+]2CC do in these assays?
PGC1a acetyl inh: 1; SIRT5 block: 2; XiGFP reactiv: 0.1; S100A4 inh HTS: -7; Cneo AK release: 4; Statin myotox sup: -9; ERAP1 inh: 0; LGR2 antag: 16

Filtered by structure, the entries above with a CF3 group
How did C=CCN1C(=O)NC(c2ccccc2)(C(F)(F)F)S/C1=C(\C#N)c1nnc(N2CCOCC2)n1-c1ccccc1 (centres undefined) do in these assays?
SIRT5 block: 2; XiGFP reactiv: 0.5; S100A4 inh HTS: -2; ERAP1 inh: 3; LGR2 antag: 15

Results for Cc1cc(C(F)(F)F)c2sc(N)nc2n1 ?
PGC1a acetyl inh: 10; Cneo AK release: -2; Statin myotox sup: 85*; LGR2 antag: -2

High-throughput results from PubChem.

Not all compounds are listed. The share of hits here may be higher or lower than overall.
